RXFP1 agonist: activates the human relaxin receptor RXFP1 | HEK293T-RXFP1 cAMP TR-FRET, 30 min; response scale: percent of porcine relaxin response, buffer zero | Potency, µM (doses to about 57.5 µM), without a hit: at the highest dose activation, hits mostly activators | 370,000 tested, 0.3% active; further: potency means the concentration at half of the fitted maximal effect; on the % scale 0 is the no-effect control and ±100 the full control effect; nearly all actives have a fitted effect of over 60% in size; many of its hits are not listed in these tables
Target sequence (Q9HBX9 whole entry, looked up): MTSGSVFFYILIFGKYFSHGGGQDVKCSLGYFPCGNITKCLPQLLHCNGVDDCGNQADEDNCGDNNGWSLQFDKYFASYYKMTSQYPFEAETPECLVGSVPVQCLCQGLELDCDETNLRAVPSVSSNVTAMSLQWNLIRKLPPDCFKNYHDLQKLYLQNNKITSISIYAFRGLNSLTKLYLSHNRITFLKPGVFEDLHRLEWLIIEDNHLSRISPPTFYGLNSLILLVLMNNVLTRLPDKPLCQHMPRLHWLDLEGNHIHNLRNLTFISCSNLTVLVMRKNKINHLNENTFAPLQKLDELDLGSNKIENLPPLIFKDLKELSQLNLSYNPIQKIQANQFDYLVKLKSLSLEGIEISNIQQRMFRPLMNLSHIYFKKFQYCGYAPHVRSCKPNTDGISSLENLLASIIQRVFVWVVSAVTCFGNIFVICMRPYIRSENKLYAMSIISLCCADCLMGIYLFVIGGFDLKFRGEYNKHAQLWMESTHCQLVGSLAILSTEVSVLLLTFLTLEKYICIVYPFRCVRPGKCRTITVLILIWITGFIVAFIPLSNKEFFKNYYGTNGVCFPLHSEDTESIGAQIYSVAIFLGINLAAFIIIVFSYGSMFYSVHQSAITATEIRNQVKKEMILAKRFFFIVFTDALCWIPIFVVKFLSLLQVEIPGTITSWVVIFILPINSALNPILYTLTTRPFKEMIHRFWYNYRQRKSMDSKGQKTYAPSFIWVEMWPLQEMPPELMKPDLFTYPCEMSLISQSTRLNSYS
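HEK293T cells stably expressing RXFP1 were pretreated with the PDE4 inhibitor Ro 20174, exposed to compounds for 30 min at 37C, lysed, and cAMP was read by TR-FRET. Data normalized to buffer (basal) and 29 nM porcine relaxin (100%).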
Vif-A3G inh: Vif-A3G binding inhibition | Potency, µM (titrated, usually from 46.1 µM), for the others: at the top dose activity, negative = active, hits mostly inhibitors | 410,000 tested, 0.076% active | Q9HC16 | AID 602310 | HeLa A3G-eYFP + Vif (tagged APOBEC3G with the HIV-1 protein that degrades it), YFP fluorescence, overnight;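 further: potency means the concentration at half of the fitted maximal effect; on the % scale 0 is the no-effect control and ±100 the full control effect; nearly all actives have a fitted effect of over 60% in size; hits raise eYFP signal because A3G escapes Vif-driven loss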
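HeLa cells stably expressing Vif and C-terminally eYFP-tagged A3G, seeded overnight at 37 deg C, then exposed to compound by pintool overnight at 37 deg C. Rise in yellow fluorescence (Ex 488/Em 500-530, Acumen) marks blocked Vif-driven A3G degradation.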
LDHA block: blocks human lactate dehydrogenase A. 480,000 tested, 0.15% active. activity change, % (values are at about 110 or 230 µM). purified LDHA, NADH/diaphorase-resazurin fluorescence; active compounds read low. P00338; in the data active means activity change below about -30%; inconclusive means mostly about -25% to -30%;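 further: plate controls were DMSO wells for no effect and wells without enzyme for full effect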
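LDH5 2 nM; NADH 0.06 mM, pyruvate 0.2 mM; 200 mM Tris pH 7.4, EDTA, Tween-20; 5 min RT. Detection: diaphorase 0.133 mg/mL + resazurin 37 µM, fluorescence ex540/em590 at 0 and 20 min; normalized to enzyme-free and DMSO wells.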
Glioma ERSR ind: inducers of ER stress response in human glioma cells. U87-MG GRP78 promoter luciferase reporter, 16 h. Potency, µM, without a hit: top-dose activation, usual class: activators. 420,000 tested, 0.02% active. AID 602332; further: potency means the concentration at half of the fitted maximal effect; series mostly up to about 76 µM; % of control where 0% means no effect; nearly all actives have a fitted effect of over 35% in size
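Stably transfected U87-MG human glioma cells carrying a GRP78-based luminescent sensor were seeded at 1000 cells/well, pin-dosed with compounds and incubated 16 h. Luciferase reagent was then added, and end-point luminescence was read after 10 min at room temperature.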
TrxR1 substrate: is turned over as a substrate by rat TrxR1; O89049; purified TrxR1 substrate turnover, NADPH consumption readout; Potency, µM (doses to about 114 µM), without a hit: at the top dose activity change, negative = substrate turnover; 390,000 tested, 0.01% active; AID 588456; further: potency means the concentration at half of the fitted maximal effect; on the % scale 0 is the no-effect control and ±100 the full control effect; nearly all actives have a fitted effect of over 50% in size
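Rat TrxR1, dispensed at 90 nM, was prereduced with 400 uM NADPH (final) for 5 min at ~22 deg C, then incubated with compound 15 min before 400 uM selenite. A first-read NADPH fluorescence drop versus no-compound background flagged substrates.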
mIDH1 inhibitor: human IDH1 R132H inhibition | AID 602179 | Potency, µM (highest dose often 76.6 µM), inactives show at the highest dose activity change, negative = inhibition, hits mostly inhibitors | 390,000 tested, 0.093% active | IDH1-R132H enzyme, NADPH consumption, diaphorase/resazurin fluorescence | O75874; further: potency means the concentration at half of the fitted maximal effect; on the % scale 0 is the no-effect control and ±100 the full control effect; nearly all actives have a fitted effect of over 65% in size
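IDH1-R132H (0.5 ug/mL) preincubated 30 min with compound, then NADPH (0.016 mM) and alpha-KG (2 mM) added; 80 min at RT, pH 7.5. Remaining NADPH coupled via diaphorase/resazurin to fluorescence (540/590 nm); concentration-response curves normalized to no-enzyme control.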
PI4K2A inh: inhibitors of human PI4K2A | Q9BTU6 | purified PI4K2A, ADP-Glo luminescence, 1 h; active compounds read low | activity change, negative = inhibition, % at 76.9 µM | 420,000 tested, 0.13% active | AID 1346378; in the data active means activity change below about -50%; inconclusive means mostly about -30% to -49%;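 further: -100% = wells without enzyme as full effect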
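ADP-Glo luminescence measured ADP generated by PI4K2A enzyme (4 ug/mL before mixing) with 1.2 mM PI substrate (pre-mix) and 300 microM ATP (pre-mix). Tris pH7.5 buffer with MgCl2, Triton X-100; 1 h reaction at ambient temperature.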
USP1-UAF1 inh: inhibitors of human USP1/UAF1 deubiquitinase; Potency, µM (highest dose often 57.1 µM), without a hit: at the highest dose activity change, negative = inhibition, most hits filed as inhibitors; O94782; AID 743255; recombinant USP1/UAF1, Ub-Rhodamine cleavage fluorescence; 390,000 tested, 0.23% active; further: potency means the concentration at half of the fitted maximal effect; on the % scale 0 is the no-effect control and ±100 the full control effect; nearly all actives have a fitted effect of over 60% in size; inactives centre near -12
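High-throughput fluorogenic screen: 1nM USP1/UAF1 complex, Ub-Rho substrate 150nM final, 50mM HEPES pH 7.8 with 0.5mM EDTA, 0.1 mg/ml BSA, 1mM TCEP and 0.01% Tween-20.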
Vif-A3F inh: inhibitors of Vif-A3F interaction; HeLa A3F-eYFP + Vif (tagged APOBEC3F with the HIV-1 protein that degrades it), YFP fluorescence increase; Potency, µM (doses to about 46.1 µM), inactives show at the highest dose activity, negative = active; 390,000 tested, 0.2% active; AID 602313; further: potency means the concentration at half of the fitted maximal effect; % of control where 0% means no effect; nearly all actives have a fitted effect of over 65% in size
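HeLa cells stably expressing Vif plus C-terminally eYFP-tagged A3F were seeded, incubated overnight at 37 deg C, dosed with compound, incubated overnight again at 37 deg C. Yellow fluorescence (Ex 488/Em 500-530) reported blocked Vif-mediated A3F-eYFP degradation.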
Numbers without * were called inactive; ? = inconclusive; . = no result given; & = joins results of further samples; [ ] = remark or other dose. Unless noted, the call rests on the fitted dose curve; in most records, active means well fitted curve in the direction sought with a large enough effect; inconclusive means small, poorly fitted or top-dose-only effect, or another doubt; inactive means no such curve, though single readings can be large; an effect the other way counts as inactive or inconclusive. These rows are one share of the data; the hit share may differ from the screen's.

SMILES	RXFP1 agonist	Vif-A3G inh	LDHA block	Glioma ERSR ind	TrxR1 substrate	mIDH1 inhibitor	PI4K2A inh	USP1-UAF1 inh	Vif-A3F inh
COc1cc2c(cc1OC)C(c1ccc([N+](=O)[O-])cc1)N(C(C)=O)CC2 (centres undefined)	0.6%	0%	-1	-3%	-3%	-15%	6	-24%	6%
CCS(=O)(=O)Nc1ccccc1C(N)=O	0.7%	-3%	-4	2%	84%	1%	4	-20%	-4%
CCn1cc(C(=O)N2CCN(c3ccccc3)CC2)c(=O)c2cc(S(=O)(=O)N3CCOCC3)ccc21	0.4%&8.3%	-6%&1%	-16&-2	2%&-2%	-12%&-8%	-2%&5%	-3&-6	?	2%&1%
COc1ccc(NS(=O)(=O)c2cc(NS(=O)(=O)c3cc(C(=O)O)ccc3OC)ccc2C)cc1	.	10%	-6	-2%	-2%	0%	4	-20%	-4%
CC(=O)NCc1cccc(CNC(C)=O)n1	0.5%	2%	-9	-2%	2%	20%	5	-3%	-4%
O=C(CN1CCc2ccccc2C1)Nc1cc(S(=O)(=O)N2CCOCC2)ccc1N1CCCC1	0.1%	1%	-2	-3%	-5%	-5%	4	-11%	7%
CCOc1ccc(S(=O)(=O)Nc2ccc(C(=O)NCC(c3ccc(OC)cc3)N3CCOCC3)cc2)cc1 (centres undefined)	.	-1%	-9	1%	-10%	-4%	-1	-6%	-6%
CCOC(=O)c1cccc(NS(=O)(=O)c2cc3c(cc2C)NC(=O)CO3)c1	1.5%	-4%	-1	-3%	-8%	14%	-6	-6%	?
Cc1c(C(=O)NCc2ccccc2CN2CCCC2)oc2ccccc12	-0.8%	1%	-7	0%	-1%[57.1 µM]	-4%	-3	-3%	-1%
N#Cc1c(NCCO)ccc([N+](=O)[O-])c1NCCO	0.0%	-3%	-3	-3%	-2%[57.1 µM]	12%	5	0%	4%
N#Cc1c(NC(=O)CCC(=O)O)sc2c1CCCCC2	1.8%	1%	23	-1%	-10%[57.1 µM]	5%	-5	-18%	0%
COC(=O)c1cc2c(s1)-c1cc(F)ccc1OC2	13%	0%	0	-1%	30%[activator][57.1 µM]	3%	-3	-17%	7%
O=C(Nc1ccc(Oc2cccc3ccccc23)cc1)c1ccco1	1.2%	-16%	0	-5%	8%[57.1 µM]	10%	3	-9%	-1%
S=c1[nH]c(-c2ccc(Cl)cc2)cs1	-2.8%	2%	-7&-8	4%	7%[57.1 µM]	-15%	3	-15%	-12%
COc1ccc(NC(=S)NCc2ccccc2)c(OC)c1	0.3%	0%	-8	-1%	-8%	-6%	3	4%	3%

Of the compounds above, 2 have a COOH group.
SMILES	RXFP1 agonist	Vif-A3G inh	LDHA block	Glioma ERSR ind	TrxR1 substrate	mIDH1 inhibitor	PI4K2A inh	USP1-UAF1 inh	Vif-A3F inh
COc1ccc(NS(=O)(=O)c2cc(NS(=O)(=O)c3cc(C(=O)O)ccc3OC)ccc2C)cc1	.	10%	-6	-2%	-2%	0%	4	-20%	-4%
N#Cc1c(NC(=O)CCC(=O)O)sc2c1CCCCC2	1.8%	1%	23	-1%	-10%[57.1 µM]	5%	-5	-18%	0%

(next part)
SMILES	RXFP1 agonist	Vif-A3G inh	LDHA block	Glioma ERSR ind	TrxR1 substrate	mIDH1 inhibitor	PI4K2A inh	USP1-UAF1 inh	Vif-A3F inh
CN(CC(=O)Nc1ccccc1Cl)C(=O)COC(=O)c1ccc(-c2ccc(O)cc2)cc1	.	-4%	-4	-3%	1%	12%	4	-21%	2%
CC(C)CCNC(=O)C(Cc1ccccc1)NS(=O)(=O)c1ccc2c(c1)c(=O)n(C)c(=O)n2C (centres undefined)	5.4%&1.5%	3%&1%	-1&-2	-2%&-3%	2%&3%	1%&10%	-3&3	-14%&-28%	-1%&4%
CCOC(=O)c1sc(NC(=O)CN2CCN(c3ccccc3)CC2)nc1C	2.2%	-4%	-2	-1%	-7%	-1%	-4	-5%	1%
Cc1ccc(OCC(=O)Nc2c[nH]c(=O)[nH]c2=O)cc1C	0.4%	-9%	-10	-4%	-4%[57.1 µM]	1%	1	-17%	-7%
COCCNS(=O)(=O)c1cccn1-c1ncc(C(F)(F)F)cc1Cl	2.9%	-1%	-6	-4%	-2%	-6%	1	-17%	1%
CCOc1ccc(-c2n[nH]c(=S)c3ccccc23)cc1	15%	-5%	-3	-2%	-12%	-2%	-3	-22%	10%
NC(=O)Cn1cc(C(=O)C(=O)N2CCOCC2)c2ccccc21	0.0%	3%	-2	-1%	-1%	0%	2	-8%	2%
CCOc1ccc(NC(=O)CN(C)S(=O)(=O)c2ccc3c(c2)CCC(=O)N3)cc1	-2.5%	-1%	-3	-2%	3%	0%	-2	-28%	-7%
O=C(Cn1nc(C(F)(F)F)c2c1CCC2)Nc1ccccc1C(F)(F)F	-2.2%	-3%	-2	-4%	4%	-1%	-2	-19%	.
CCCCn1c(=N)n(CC(O)COc2ccc(C)cc2)c2ccccc21 (centres undefined)	0.3%	3%	0	-5%	-2%	2%	-2	-18%	-4%
O=C(C[C@H]1C/C=C\CCC(=O)OC[C@H]2CCCN2C1=O)NCCO	.	-7%	-1	-2%	3%	-6%	-1	-8%	1%
O=C(N[C@H]1C/C=C\C(c2ccc(F)cc2)N(Cc2ccccc2)C(=O)C1)OCC1c2ccccc2-c2ccccc21 (some centres undefined)	.	0%	-1	0%	-7%	-7%	-2	-21%	-2%
COc1cccc(C2=CC(=O)C[C@H](c3ccc(Cl)cc3)C2)c1OC	0.2%	-1%	3	-4%	-2%	9%	-2	?	4%
O=[N+]([O-])c1ccc(N2CCN(S(=O)(=O)c3ccccc3)CC2)cc1NCc1cccnc1	1.1%	-7%	-8	-6%	-3%[57.1 µM]	2%	-4	-20%	2%
CCc1c(C#N)c(SCCC(=O)Nc2cccc(OC)c2)nc2c1C(=O)CC(C)(C)C2	-4.6%	0%	-1	-4%	9%	1%	2	-22%	5%
O=C(Cn1cc[n+](CC(=O)c2ccccc2)c1)c1ccccc1	-2.1%	2%	-5	-4%	-1%	0%	-4	-6%	8%
O=C(Nc1ccccc1N1CCOCC1)c1ccc2c(c1)OCO2	-3.1%	-7%	-18	-1%	4%[57.1 µM]	4%	1	2%	5%
N#Cc1ccccc1OCC(=O)Nc1ccc2c(c1)OCCCO2	-1.0%	-3%	-4	6%	-3%	-2%	-10	-12%	-12%
COc1cccc(C(=O)COC(=O)c2ccc(NC(=O)c3ccccc3)cc2)c1	.	1%	-9	-6%	8%	-2%	0	-9%	6%
CCOC(=O)Cc1ccc(NC(=O)N2CCC(CN3CCC(C)CC3)CC2)cc1	-0.4%	2%	10	0%	0%	-17%	4	-14%	1%
CCc1nn(CC(=O)NC(C)C)c(=O)c2cc3cc(F)ccc3n12	0.3%	0%	-9	-1%	6%	1%	-2	-31%	3%
COCCCNCCCCOc1ccc(Br)cc1Cl	3.8%	-1%	-11	-5%	-2%	3%	7	-5%	0%
CCOC(=O)c1[nH]c(C)c(C(=O)NCCCOC(C)C)c1C	0.5%	3%	3	0%	9%	12%	1	-5%	-6%
CCOC(=O)c1cnc2ccc(OC)cc2c1Nc1ccc(N2CCN(C)CC2)cc1	0.5%	-9%	8	-7%	-3%	-5%	8	.	?
COc1ccccc1N1CCN(c2ncnc3nc[nH]c23)CC1	2.8%	-11%	-13	1%	7%	-16%	-1	-22%	-5%
CCS(=O)(=O)N1N=C(c2ccccc2)CC1c1ccc2nccnc2c1 (centres undefined)	-1.3%	-18%	-5&-2	0%	-10%	2%	6	-11%	?
COC(CNC(=O)c1ccc2c(c1)nc(C)n2-c1cccc(C)c1)OC	0.0%	-9%	-2	-3%	2%	11%	6	-16%	7%
CC(C)Oc1ccccc1/C=N/NC(=O)c1ccc(F)cc1	-4.8%	-9%	-1	-1%	-5%	1%	4	-4%	8%
Cc1cccc(N2CCN(C(=O)CN3C(=O)COc4ccc(S(=O)(=O)N5CCCC5)cc43)CC2)c1C	5.3%	2%	0	-4%	-10%	-1%	1	-28%	0%
CCOc1ccc(NC(=O)CCSc2nc3c(c(CC)c2C#N)C(=O)CC(C)(C)C3)cc1	0.8%	2%	-4	-4%	8%[0.457 µM]	-1%	-1	-13%	3%
CC1CN(C(=O)COC(=O)c2cc3ccccc3cc2O)CC(C)O1 (centres undefined)	.	-3%	7	1%	2%	4%	3	-15%	4%
Nc1ccc(-c2nc(-c3ccccc3)nc3ccccc23)cc1	4.6%	-6%	-2	-4%	14%	2%	-5	-10%	-1%

Sorted by value in USP1-UAF1 inh (largest number first): 5 from the list above
Structure,USP1-UAF1 inh
CCOC(=O)c1[nH]c(C)c(C(=O)NCCCOC(C)C)c1C,-5%
O=C(Cn1cc[n+](CC(=O)c2ccccc2)c1)c1ccccc1,-6%
COc1cccc(C(=O)COC(=O)c2ccc(NC(=O)c3ccccc3)cc2)c1,-9%
COC(CNC(=O)c1ccc2c(c1)nc(C)n2-c1cccc(C)c1)OC,-16%
COc1ccccc1N1CCN(c2ncnc3nc[nH]c23)CC1,-22%

Screens (PubChem)
